Screening data: PubChem, several laboratories
GDH-TPI inh: inhibits GDH-TPI coupling enzymes, artifact for Mtb FBA screen. inhibition, % at 4.8 µM. 1.2% of 360,000 active. AID 588335. GDH-TPI coupled enzyme counterscreen, NADH absorbance;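 note: 0% = DMSO wells and 100% = wells lacking the enzyme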
FadD28 binding: blocks FadD28 binding to the bisubstrate probe; fluorescence polarization; inhibition, % at 12.5 µM; 0.22% of 360,000 active; AID 588549; in the data active = inhibition above about 8.5%, passing the limit was not always enough; inconclusive = no clear call, values can overlap the other calls
Mtb FBA inh: inhibits M. tuberculosis FBA enzyme; purified M. tuberculosis FBA, fluorescence read-out; AID 588726; inhibition, % at 1 µM; P9WQA3; 2.3% of 360,000 active; in the data active = inhibition above about 27%;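 note: 0% = vehicle and 100% = reference inhibitor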
Target sequence (P9WQA3 whole entry, looked up): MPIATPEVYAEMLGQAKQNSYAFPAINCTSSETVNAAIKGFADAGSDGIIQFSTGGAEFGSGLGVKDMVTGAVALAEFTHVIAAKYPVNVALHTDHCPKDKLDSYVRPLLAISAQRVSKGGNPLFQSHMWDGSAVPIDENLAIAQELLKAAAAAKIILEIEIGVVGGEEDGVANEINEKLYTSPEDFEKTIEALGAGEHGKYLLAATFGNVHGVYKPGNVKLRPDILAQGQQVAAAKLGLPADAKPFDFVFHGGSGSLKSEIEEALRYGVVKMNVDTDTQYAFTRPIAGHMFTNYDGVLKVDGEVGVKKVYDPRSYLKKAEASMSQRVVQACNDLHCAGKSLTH
CCHFV vOTU inh: blocks the CCHF virus ovarian tumor domain protease | inhibition, % at 11.5 µM | 0.55% of 370,000 active | CCHFV vOTU protease, Pep-AMC fluorescence; note: 0% = vehicle wells with enzyme and 100% = no enzyme wells
Mtb BioA inh: blocks M. tuberculosis BioA enzyme activity. purified M. tuberculosis BioA enzyme, plate reader. inhibition, % at 9.99 µM. 0.096% of 360,000 active. AID 602481; in the data active = inhibition above about 40%; inconclusive = no clear call, values can overlap the other calls
BoNT-F LC inh: inhibitors of Botulinum neurotoxin F light chain protease; 0.22% of 360,000 active; inhibition, % at 10 µM; Multiplex microsphere protease cleavage assay, flow cytometry; in the data active = inhibition above about 35%, passing the limit was not always enough; inconclusive = no clear call, values can overlap the other calls; note: plate controls were buffer without enzyme for full effect and enzyme alone for no effect
PrPC TRFRET: cell surface PrPC inhibition, primary TR-FRET screen; P04156; TR-FRET read-out; inhibition, % at 13.8 µM; 0.43% of 370,000 active; in the data active = inhibition above about 24%; note: 0% = median of the test wells and 100% = reference compound wells
BoNT-A LC inh2: BoNT A light chain protease inhibition; multiplex microsphere protease substrate cleavage, flow cytometry; AID 588499; 0.17% of 360,000 active; inhibition, % at 10 µM; in the data active = inhibition above about 30%; inconclusive = no clear call, values can overlap the other calls; note: plate controls were buffer without enzyme for full effect and enzyme alone for no effect
Mtb UGM inh: Mtb UDP-galactopyranose mutase inhibition; P9WIQ1; purified UGM, fluorescence polarization probe displacement; inhibition, % at 10 µM; 0.06% of 320,000 active; AID 504406; in the data active = inhibition above about 10%, passing the limit was not always enough; inconclusive = no clear call, values can overlap the other calls
Target sequence (P9WIQ1 whole entry, looked up): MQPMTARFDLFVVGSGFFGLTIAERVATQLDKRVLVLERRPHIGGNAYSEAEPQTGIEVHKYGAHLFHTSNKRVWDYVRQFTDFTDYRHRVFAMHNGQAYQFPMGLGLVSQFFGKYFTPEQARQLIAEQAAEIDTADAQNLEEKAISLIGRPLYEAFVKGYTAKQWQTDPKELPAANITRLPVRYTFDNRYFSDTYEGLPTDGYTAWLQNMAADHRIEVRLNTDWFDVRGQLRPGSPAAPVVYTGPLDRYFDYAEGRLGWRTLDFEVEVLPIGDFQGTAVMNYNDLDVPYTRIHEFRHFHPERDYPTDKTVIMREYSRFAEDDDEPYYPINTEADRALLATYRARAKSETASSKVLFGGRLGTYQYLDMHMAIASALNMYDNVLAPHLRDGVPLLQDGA
Numbers without * were called inactive; u = inconclusive; x = not tested or not shown; & = joins results of further samples. Cut-off read from the data, not from the text of the source, unless noted: active = inhibition above about 30%; inactive = the rest.

Values in the order: Mtb BioA inh, Mtb FBA inh, CCHFV vOTU inh, Mtb UGM inh, FadD28 binding, PrPC TRFRET, BoNT-F LC inh, BoNT-A LC inh2, GDH-TPI inh
1	C/C(=N\NC(=O)c1c(Cl)cnn1C)c1cccc(NC(=O)c2ccc(C)cc2)c1
 : 2.7, 2, -10, -3.0, 0.8, -3, -16, -1.3, -4
2	Cc1ccc(S(=O)(=O)N(C)CC(=O)Oc2ccc(-c3nnco3)cc2)cc1
 : 0.8, 0, -5, 0.9, -1.7, 1, 2, 1.8, 14
3	Cc1cccc(Nc2nc(-c3cccs3)cs2)n1
 : -1.3, 0, 9, 1.5, -0.1, 12, -6, -0.8, 8
4	CN(C)c1ccc(-c2nn3c(-c4ccc(Cl)cc4)nnc3s2)cc1
 : x, 4, -8, x, -1.9, -1, x, x, 7
5	O=C(NCc1cccs1)c1csc([C@@H]2C[C@H](O)[C@@H](CO)O2)n1
 : -0.9, -2, 6, x, -3.2, 2, -1, -0.1, 8
6	CCCCNC(=O)COC(=O)c1ccc(Cl)c(S(=O)(=O)N2CCCC2)c1
 : 0.6, 3, 0, 1.9, -3.1, 6, -2, 0.3, -8
7	CC(=O)Nc1ccc(C(=O)N2CCCCC2c2cc(C(=O)NCc3ccc(F)cc3)no2)cc1 (configuration not stated)
 : 0.4, 1, -2, x, -1.8, -7, 4, -0.3, -2
8	O=C(Nn1c(SCc2cccc([N+](=O)[O-])c2)nc2ccccc2c1=O)c1ccccc1
 : -0.8, 2, 19, 0.9, -2.3, 5, -6, -0.5, 2
9	COc1ccc(CNC(=O)C2CCN(S(=O)(=O)c3cc(OC)ccc3OC)CC2)cc1
 : 1.5, -3, 3, -1.0, -2.6, -1, -2, 0.6, 3
10	COCCCNC(=O)CC(NS(=O)(=O)c1ccc(Cl)cc1)c1ccc(OC)cc1 (configuration not stated)
 : -0.9, 3, 3, 5.4, -2.2, -6, -7, 0.6, 10
11	Cc1nccn1Cc1ccc(Cl)nc1
 : -0.2, -3, 4, 1.0, -0.5, -3, -6, -2.3, 1
12	CC(=O)Nc1ccc2c(c1)C(=O)N(c1cccc3ccccc13)C2=O
 : -1.9, 0, 5, -4.2, 0.9, 9, -7, 3.0, 0
13	O=C(NCC1CCCO1)c1ccc2nc(N3CCCCC3)sc2c1 (configuration not stated)
 : -1.7, -2, -3, 0.4, -1.9, 2, -9, 0.1, 1
14	COC(=O)c1c(NC(=S)NNS(=O)(=O)c2ccc(OC)cc2OC)sc2c1CCCCCC2
 : -3.3, 6, -9, 0.3, 0.4, -1, -3, -1.9, 11
15	COc1ccc(CCNC(=O)C(=O)Nc2ccc3c(c2)OCO3)cc1OC
 : 1.8, 6, -12, -5.0, -0.4, 12, -17, -3.2, 5
16	O=C(CC(=O)c1ccccc1)Nc1ccc2c(c1)OCCO2
 : -0.2, 3, -2, 1.0, 1.0, -3, -9, 0.2, 6
17	CN1C(=O)C(C)(C)c2cc(S(=O)(=O)N3CCCC(C(=O)NCc4ccc(F)cc4)C3)ccc21 (configuration not stated)
 : 0.3, 0, -2, -1.8, -4.7, 29*, 0, -0.2, 1
18	CN1C(=O)Cc2cc(S(=O)(=O)N3CCN(c4ccccc4F)CC3)ccc21
 : 1.6, 0, 14, 2.1, -2.1, -1, -3, -2.1, 11
19	O=C(CCC(=O)N/N=C/c1ccco1)N/N=C/c1ccco1
 : -1.6, 29*, -6, 1.4, -1.3, 3, 4, 0.2, 4
20	Cc1ccc(-n2cnnn2)c(S(=O)(=O)N2CCOCC2)c1
 : -1.3, -1, 7, 2.0, -2.9, 2, -3, 0.6, 8
21	Cc1cccnc1NC(=O)Nc1ccc(F)cc1
 : x, 4, 2, 0.6, 0.6, -7, 0, -0.2, 6
22	Cc1ccc(-c2csc3nc[nH]c(=S)c23)cc1
 : x, 1, 10, 0.4, -4.6, -3, -2, 0.0, 15
23	CNc1ccc(OC(F)F)cc1C(=O)c1ccccc1
 : -0.6, -3, 5, 0.5, -4.0, 0, 2, 0.6, 1
24	OC1CCN(Cc2cccc(Oc3ccccc3)c2)CC1
 : -1.5, 1, -8, 1.0, -0.7, -7, 0, -1.0, -2
25	COCCNC(=O)c1onc(CSc2ccccc2)c1C(=O)O
 : -0.3, 0, 14, 2.4, -1.4, 1, -3, -0.1, -1
26	Cc1ccccc1C(=O)NC(C(N)=O)P(=O)(OC(C)C)OC(C)C (configuration not stated)
 : x, 1, -10, 1.4, -3.3, 11, u, -2.4, 10
27	COc1ccc2cc3cc(C(=O)Nc4ccc5c(c4)OCCO5)oc3nc2c1
 : -1.0, 4, 1, 3.1, -3.9, -3, -6, 0.2, 43*
28	C[n+]1cc[nH]c1SCC(=O)c1ccc(Cl)cc1
 : -6.6, 4, -15, 2.0, 0.7, 2, 9, 0.3, 3
29	Cc1ccc(C(=O)NCC(=O)O)cc1S(=O)(=O)N1CCCCC1
 : -0.8, 3, 5, -2.3, -2.3, -6, 4, 0.6, -5
30	COc1ccc(C(=O)NCC(=O)OCC(=O)N2CCc3ccccc32)cc1
 : x, -1, -12, -2.2, -3.6, 4, -4, -1.4, -2

Whole records, quoted from the list. Order of screens: Mtb BioA inh | Mtb FBA inh | CCHFV vOTU inh | Mtb UGM inh | FadD28 binding | PrPC TRFRET | BoNT-F LC inh | BoNT-A LC inh2 | GDH-TPI inh
Entry for Cc1ccc(-c2csc3nc[nH]c(=S)c23)cc1 = x | 1 | 10 | 0.4 | -4.6 | -3 | -2 | 0.0 | 15
Entry for CN1C(=O)C(C)(C)c2cc(S(=O)(=O)N3CCCC(C(=O)NCc4ccc(F)cc4)C3)ccc21 (configuration not stated) = 0.3 | 0 | -2 | -1.8 | -4.7 | 29* | 0 | -0.2 | 1

(cont.)
Values in the order: Mtb BioA inh, Mtb FBA inh, CCHFV vOTU inh, Mtb UGM inh, FadD28 binding, PrPC TRFRET, BoNT-F LC inh, BoNT-A LC inh2, GDH-TPI inh
31	CC(C)CCn1cnc2c(sc3nc4c(cc32)CSC(C)(C)C4)c1=O
 : x, 2, -2, x, -2.1, -2, 4, -0.1, 6
32	Cc1ccc(NC(=O)c2ccc(C)cc2)cc1
 : -2.3, -1, 16, 2.5, -0.7, 3, -9, -0.4, 4
33	CN1C(C(=O)NCc2ccco2)CC2Cn3c(nc4cc(Cl)c(Cl)cc43)C21 (configuration not stated)
 : -0.1, -1, 11, 2.6, -2.1, 2, -2, 0.7, -3
34	CC(C)c1ccccc1OCC(O)CN(CC(O)COc1cccc2ccccc12)C(C)C (configuration not stated)
 : 0.1, -2, 22, 1.1, -2.6, 3, -2, 0.9, 6
35	CC(=O)N1CCN(c2ccc(NC(=O)c3ccc(Br)o3)cc2Cl)CC1
 : 1.4, 0, 13, 3.4, 0.2, 9, -3, -1.2, 5
36	Cc1ccc(OC(=O)N(C)C[C@@H]2OCc3cn(nn3)CCCC(=O)N([C@@H](C)CO)C[C@H]2C)cc1
 : -0.1&-0.9&-1.6, -3, -7, x, -3.1, -6, -3, -0.1, 4
37	O=C1NC(c2ccc(-c3ccccc3[N+](=O)[O-])o2)C(C(=O)c2ccccc2)C(O)(C(F)(F)F)N1 (configuration not stated)
 : x, 0, -3, 1.0, -2.2, -11, 1, -0.8, 18
38	Cc1occc1-c1nnc(SCC(=O)N2CCCCC2)n1C
 : -0.3, 2, -1, x, -1.0, 2, x, x, -2
39	Cc1nc(NC(=O)c2ccc(F)cc2)sc1C(=O)Nc1ccc2c(c1)CCC2
 : -1.9, 2, -1, -2.0, -0.8, 8, -6, 0.1, 8
40	COc1ccc(S(=O)(=O)NCCSC(C)(C)C)cc1Cl
 : 1.5, 0, -3, 0.0, -0.1, -5, -2, -0.4, 4
41	O=C(OCCOc1cccc(Cl)c1)c1cc(S(=O)(=O)N2CCOCC2)ccc1F
 : -6.5, -4, -4, -2.1, -4.0, 2, 1, 0.7, -5
42	CCOC(=O)c1c(C)n(-c2ccc(C)cc2)c2ccc(O)c(CN(C)C)c12
 : 3.9, 0, -5, -1.5, -5.2, -17, 0, 0.2, -6
43	Cc1ccc(S(=O)(=O)N(C)CCCC(=O)Nc2ccccn2)cc1
 : -3.2, 0, -1, -0.8, -2.9, -3, -4, -1.0, -9
44	COc1cc2c(C#CCCO)c(-c3ccsc3)oc(=O)c2cc1OC
 : -0.5, 3, -8, 0.2, -10, -4, -2, 0.0, 14
45	COCCN(C(=O)C1CCC1)c1nnc(-c2cccnc2)s1
 : -2.7, 2, 0, -1.0, 0.2, -3, 3, -0.8, 1
46	COc1cc(C(=O)OCC(=O)Nc2c(C)n(C)n(-c3ccccc3)c2=O)c([N+](=O)[O-])cc1OC
 : -0.7, 0, -5, 0.9, 0.2, 4, -19, -0.3, 2
47	CCc1ccc(N2CC(C(=O)Nc3cccnc3)CC2=O)cc1 (configuration not stated)
 : 5.1, 11, 4, 1.6, -0.6, 5, -2, -0.4, 5
48	Cc1cc(OCC(=O)N(Cc2ccco2)C2CCS(=O)(=O)C2)ccc1Cl (configuration not stated)
 : 1.0, 5, -9, 0.2, -2.2, -6, u, 1.1, 8
49	C[C@@H]1CN([C@@H](C)CO)C(=O)CCCn2nncc2CO[C@@H]1CN(C)C(=O)Nc1ccccc1F
 : -3.5&-1.5, 2, 0, x, -2.3, 7, -1, -0.2, 3
50	CCOC(=O)CC(NC(=O)C1c2ccccc2Oc2ccccc21)c1ccc(C)cc1 (configuration not stated)
 : 2.6, -5, 3, x, -5.1, 1, 0, -0.4, -5
51	O=C(c1ccc2nc(Cc3ccccc3F)oc2c1)N1CC[C@H](O)C1
 : -0.3, -1, 8, 1.6, -0.6, 10, 3, 0.1, 15
52	CCCn1nc(NS(C)(=O)=O)c2cc3cccc(C)c3nc21
 : 0.5, -4, 26, -0.4, -1.8, -7, -8, 2.7, 6
53	C=Cc1ccc(CC2(C)C(=O)Nc3ccc(Cl)cc32)cc1 (configuration not stated)
 : -0.4, 1, 9, x, -3.3, -3, -6, -0.2, 3
54	Cc1cccc(N2CCN(C(=O)Cc3c(C(=O)O)[nH]c4ccc(Cl)cc34)CC2)c1C
 : 7.0, 1, 18, 5.3, 3.6, 1, 2, 0.6, 18
55	O=C1CN(S(=O)(=O)c2cccc(Cl)c2Cl)CCN1
 : 0.2, -3, 8, x, -3.6, 5, 9, -0.4, -12
56	O=C(CSc1nnc(-c2cccnc2)n1Cc1ccco1)N1CCc2ccccc21
 : 0.0, -1, -1, 0.7, -5.3, -2, 11, -1.0, 8
57	CC(C)C[C@H](NC(=O)[C@@H]1O[C@H]1C(=O)O)C(=O)NCCCCN=C(N)N
 : -0.5, -2, 0, 2.5, -1.5, -8, -11, -1.0, 1
58	N#Cc1ccccc1NC(=O)COc1ccccc1C(=O)Nc1ccccc1
 : -1.3, 4, -4, 2.1, -2.0, 10, -3, -0.4, 13
59	Cc1ccc(NS(=O)(=O)c2ccc3c(c2)NC(=O)CO3)cc1Cl
 : 2.2, 0, -2, 0.4, -2.6, -1, 2, 1.1, -10
60	CC(C)Nc1ncnc2c1ncn2[C@H]1CN(Cc2ccncc2)C[C@@H](CO)O1
 : 0.2, 2, -4, x, -2.1, 2, -5, -0.1, 13
61	CC(=O)Nc1ccc2nc(SCC(=O)O)sc2c1
 : 0.2, 1, 11, 1.6, -0.9, -5, 2, 0.6, 10
62	CC(=NNC(=S)N1CC2CCC(CC2)C1)c1ccncn1
 : x, 0, 4, x, -1.0, -3, 59*, 25, 6
63	CCOC(=O)C1=CC[C@@H](c2ccccc2)N(S(=O)(=O)c2ccc(C)cc2)[C@H]1C=C(C)C
 : 3.3, -6, 17, x, -3.6, 5, 6, 0.3, x
